# Compound activity: PubChem BioAssay, National Center for Advancing Translational Sciences (NCATS)
# KB-3-1 cytotox: qHTS assay for MDR1-selective chemotherapeutics: Primary screen using the parental adenocarcinoma cell KB-3-1; 400,000 tested, 1.4% active; Potency, µM (doses to about 46.1 µM), for inactives: top-dose activity change, negative = cytotoxic, usual class: cytotoxic; KB-3-1 viability, CellTiter-Glo ATP luminescence, 72 h; also: % is scaled to controls: 0 for no effect and ±100 for the full control effect; nearly all actives have a fitted effect of over 60% in size
#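 KB-3-1 parental drug-naive adenocarcinoma cells in DMEM/10% FBS, incubated 72 h at 37 C with pin-transferred compounds across a concentration series. Viability by CellTiter-Glo luminescence; concentration-response curves fitted after normalization.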
# GLP1R cytotox: qHTS of GLP-1 Receptor Inverse Agonists: Cytotox Screen; HEK293 cAMP-luciferase reporter cells, luminescence, 24 h; 410,000 tested, 0.13% active; Potency, µM (series often up to 38.3 µM), inactives show at the top dose activity change, negative = inhibition, usual class: inhibitors;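 also: loss of luciferase light is scored as toxicity; % is scaled to controls: 0 for no effect and ±100 for the full control effect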
#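 Luminescence readout: signal drop marks cytotoxicity. Plated cells grew 12 h at 37 °C, 5% CO2, received 23 nL compound for 24 h, then got luciferase reagent, read after 12 min at RT.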
# TDP-43 yeast inh: qHTS of TDP-43 Inhibitors. 410,000 tested, 1.8% active. TDP-43 expressing yeast growth rescue, BacTiter-Glo, 24 h. AID 652104, 2013. Potency, µM (titrated, usually from 46.1 µM), for the others: at the highest dose growth rescue (activation), hits mostly activators; also: % of control where 0% means no effect; nearly all actives have a fitted effect of over 50% in size
#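 Cell-based yeast growth screen: TDP-43 expression induced in galactose, inoculum OD600=0.02 after raffinose pregrowth to mid-log. Read-out BacTiter-Glo luminescence at 24 hr, 30 deg C; inhibition of toxicity seen as signal increase.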
# KB-V1 cytotox: qHTS assay for MDR1-selective chemotherapeutics: Primary screen using the drug-selected MDR subline cells KB-V1; KB-V1 MDR cells viability, CellTiter-Glo, 72 h; Potency, µM (titrated, usually from 46.1 µM), inactives show top-dose activity change, negative = cytotoxicity, actives largely listed as cytotoxic; 400,000 tested, 3.4% active; AID 1347076, 2019; also: % is scaled to controls: 0 for no effect and ±100 for the full control effect; nearly all actives have a fitted effect of over 60% in size
#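 In this primary screen, KB-V1 cells overexpressing P-gp are incubated with library compounds (lowest to highest concentration) for 72 h at 37 degrees C before a luminescent ATP viability read.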
# GLP-1R inv ag: qHTS of GLP-1 Receptor Inverse Agonists (Inhibition Mode); HEK293 GLP-1R CRE-luciferase, luminescence, 24 h; GLP-1R form is constitutively active; Potency, µM (doses to about 38.3 µM), inactives show at the highest dose activity change, negative = inhibition, usual class: inhibitors; 410,000 tested, 1.6% active; AID 624417, 2012; also: % is scaled to controls: 0 for no effect and ±100 for the full control effect; nearly all actives have a fitted effect of over 55% in size
# Target sequence (P43220 whole entry, looked up): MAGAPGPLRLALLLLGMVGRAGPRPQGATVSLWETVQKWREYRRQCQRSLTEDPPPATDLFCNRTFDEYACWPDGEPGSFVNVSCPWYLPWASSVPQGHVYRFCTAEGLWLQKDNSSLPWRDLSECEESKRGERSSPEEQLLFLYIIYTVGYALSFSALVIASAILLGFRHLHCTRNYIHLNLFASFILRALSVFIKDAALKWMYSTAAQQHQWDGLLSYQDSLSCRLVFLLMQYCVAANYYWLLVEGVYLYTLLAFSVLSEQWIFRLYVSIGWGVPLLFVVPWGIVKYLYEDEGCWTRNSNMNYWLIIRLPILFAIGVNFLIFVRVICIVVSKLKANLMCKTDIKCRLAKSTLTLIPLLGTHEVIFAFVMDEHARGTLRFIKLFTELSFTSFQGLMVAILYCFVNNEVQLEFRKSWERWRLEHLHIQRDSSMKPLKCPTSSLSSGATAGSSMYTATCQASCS
#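 HEK293 cells stably co-expressing a cAMP-responsive luciferase reporter and constitutively active GLP-1R were seeded, incubated 12 h, then exposed to compounds for 24 h at 37 C. Luminescence was read 12 min after detection reagent; inverse agonists lower signal.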
# HT1080-NT tox: qHTS for induction of synthetic lethality in tumor cells producing 2HG: qHTS for the HT-1080-NT fibrosarcoma cell line; Potency, µM (doses to about 46.1 µM), without a hit: at the top dose activity, negative = less viability, usual class: cytotoxic; 360,000 tested, 1.6% active; HT-1080-NT fibrosarcoma viability, CellTiter-Glo ATP luminescence, 48 h;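 also: NT is the 2HG producing partner of a matched IDH1 knockdown line; 0% = DMSO-treated cells and -100% = media-only wells without cells; nearly all actives have a fitted effect of over 55% in size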
#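 HT-1080-NT fibrosarcoma cells (2HG-overproducing), 750 cells/well in RPMI with 5% FBS, dosed after 2 h and incubated 48 h at 37C. CellTiter-Glo luminescence normalized to DMSO and no-cell wells; concentration-response curves fitted and classed.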
# SW480 rerep: A quantitative high throughput screen for small molecules that induce DNA re-replication in SW480 colon adenocarcinoma cells; SW480 DNA re-replication, Hoechst DNA content imaging, 48 h; Potency, µM (titrated, usually from 46.1 µM), for the others: at the top dose re-replication activation, actives largely listed as activators; 340,000 tested, 1.8% active; AID 624297, 2012; also: % of control where 0% means no effect; nearly all actives have a fitted effect of over 55% in size
#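 SW480 cells exposed to compounds for 48 hr at 37 C, 5% CO2, then Hoechst-stained 40 min. Nuclear DNA content imaged by fluorescence scanning (405 nm excitation, 500-530 nm emission); re-replication scored as increased high-intensity nuclei.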
# GLP1R ag: qHTS of GLP-1 Receptor Agonists. 380,000 tested, 0.007% active. Glucagon-like peptide 1 receptor (Homo sapiens), P43220. HEK293 GLP-1R CRE-luciferase, luminescence, 4-6 h; cells express a hypersensitive GLP-1R form. Potency, µM (titrated, usually from 45.6 µM), for inactives: at the top dose activation, most hits filed as activators; also: % of control where 0% means no effect
# HT1080 IDH1KD tx: qHTS for induction of synthetic lethality in tumor cells producing 2HG: qHTS for the HT-1080-IDH1KD cell line; HT-1080 IDH1 knockdown viability, ATP luminescence, 48 h; Potency, µM (titrated, usually from 46.1 µM), inactives show at the top dose activity, negative = toxicity, actives largely listed as cytotoxic; 360,000 tested, 2% active; AID 686971, 2013;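 also: 0% = DMSO wells and -100% = cell-free medium wells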
#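 % activity derives from luminescence (CellTiter-Glo), normalised to DMSO and no-cell wells. HT-1080-IDH1KD cells, 750/well, had 48 h compound exposure at 37 °C.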
# Numbers without * were called inactive; ? = inconclusive; nt = no result given; & = joins results of further samples; [ ] = remark or other dose. Calls follow the shape of the dose curve; as a rule, active = well fitted curve in the direction sought with a large enough effect; inconclusive = small, poorly fitted or top-dose-only effect, or another doubt; inactive = no such curve, though single readings can be large; an effect the other way counts as inactive or inconclusive. Potency is read from the fitted curve at half-maximal effect.
# A first look:
SMILES,KB-3-1 cytotox,GLP1R cytotox,TDP-43 yeast inh,KB-V1 cytotox,GLP-1R inv ag,HT1080-NT tox,SW480 rerep,GLP1R ag,HT1080 IDH1KD tx
CC(=O)Nc1ccc(S(=O)(=O)N(C)CC(=O)OCC(=O)N2CCCC2=O)cc1,17%,0%,-12%,?,22%,13%,-6%,-8%,10%
COc1ccc(S(=O)(=O)NC(N)=NCCc2ccc(OC)c(OC)c2)cc1C,0%,3%,15%,0%,76%[activator],5%,1%,18%,2%

# Main list (from the top)
SMILES,KB-3-1 cytotox,GLP1R cytotox,TDP-43 yeast inh,KB-V1 cytotox,GLP-1R inv ag,HT1080-NT tox,SW480 rerep,GLP1R ag,HT1080 IDH1KD tx
CC(=O)Nc1ccc(S(=O)(=O)N(C)CC(=O)OCC(=O)N2CCCC2=O)cc1,17%,0%,-12%,?,22%,13%,-6%,-8%,10%
COc1ccc(S(=O)(=O)NC(N)=NCCc2ccc(OC)c(OC)c2)cc1C,0%,3%,15%,0%,76%[activator],5%,1%,18%,2%
O=C(COc1ccc2c3c(c(=O)oc2c1)CCC3)Nc1ccc(CCO)cc1,14%,1%,13%,-3%,8%,8%,-7%,-4%,21%
Fc1ccc(OCCOCCNCC2CCCO2)cc1 (stereo not given),17%,69%[activator],-8%,-6%,2%,0%,-1%[9.22 µM],2%,0%
C[C@@H]1CN([C@@H](C)CO)C(=O)CCCn2nncc2CO[C@H]1CN(C)S(=O)(=O)c1ccc2c(c1)OCCCO2,14%,0%,21%,16%,5%,21%,nt,-5%,9%
Fc1ccc(C(c2nnnn2C2CCCC2)N2CCc3ccccc32)cc1 (stereo not given),?,4%,0%,?,?,-1%,17%,-6%,-5%
O/N=C/c1cn(-c2ccccc2)nc1-c1ccc2c(c1)OCCO2,-1%,-4%,?,2%,?,-14%,26%,1%,0%
O=C(c1ccco1)N(c1ccccn1)c1ccccn1,-1%,-6%,3%,-1%,2%,9%,-2%,4%,3%
CN1N=C(C(=O)N2CCCC(C(=O)c3cccc(C(F)(F)F)c3)C2)CCC1=O (stereo not given),-4%,-3%,4%,9%,-20%,17%,-13%,23%,-1%
CCCN1C(=O)/C(=C/c2ccc(N3CCCC3)c(C)c2)NC1=S,?,40%[activator],3.2µM*,?,?,-11%,?,7%,-8%
Cc1cc(Cl)cc2c1NC(=O)[C@]21[C@@H]2C(=O)N(Cc3ccccc3)C(=O)[C@@H]2[C@@H]2CCCN21,9%,-7%,5%,-9%,?,-17%,8%,8%,?
COC(=O)[C@@]12C[C@@H](CC(=O)NCc3ccc(C)o3)C(=O)N(Cc3cccc4ccccc34)C1=CCC(C)(C)C2,-22%,1%,17%,?,?,?,nt,nt,-26%
COc1cc(NC(=O)C(Cc2ccccc2)NS(=O)(=O)c2cccc3nsnc23)cc(OC)c1 (stereo not given),?,-13%,12%,-26%,?,nt,nt,nt,nt
CC1CC(C)CN(C(=O)CCc2nnc3ccc(N4CCCCC4)nn23)C1 (stereo not given),-6%,1%,-17%,-22%,8%,1%,14%,-2%,-6%
CC(=O)Nc1ccc(S(=O)(=O)N2CCC(c3nc4c(nnn4Cc4ccccc4Cl)c(=O)[nH]3)CC2)cc1,-4%,-1%,-7%,25%,50%[activator],-27%,-4%,14%,-16%
CC1=NN(c2ccc([N+](=O)[O-])cc2)C(c2ccccc2)C1 (stereo not given),-2%,-5%,6%,-25%,-29%,-1%,3%,1%,-10%
Cc1nn(-c2ccccc2)cc1C(c1c(N)[nH]c(=S)[nH]c1=O)c1c(N)[nH]c(=S)[nH]c1=O,-1%,3%,-4%,1%,14%,25%,-2%,3%,?
C=C(C)CNC(=S)N/N=C/c1ccc([N+](=O)[O-])cc1,-15%,?,27%,25%,?,0%,-14%,8%,2%
O=C(CS(=O)(=O)c1ccccc1)Nc1ncc([N+](=O)[O-])s1,-8%,-6%,9%,4%,10%,11%,0%,0%,14%
Cc1ccc(CCCOC(=O)C[N+]2(C)CCOCC2)cc1,13%,-13%,-8%,0%,-1%,11%,0%,4%,13%
COc1cccc(NC(=O)CCNS(=O)(=O)c2ccc(Br)s2)c1,-19%&-6%,-7%&-6%,-20%&15%,?,?,-2%,5%,5%,-6%
Cc1cccc(C)c1OCc1cc(C(=O)N2CCNC(=O)C2)no1,2%,-17%,7%,15%,-14%,6%,1%,2%,-1%
Cc1nn(-c2ccccc2)c(N2CCCC2)c1/C=N/n1cnc2scc(-c3ccccc3)c2c1=O,14%&-6%,-5%,-8%,?,?,1%,-12%,7%,2%
O=C(Nc1cc([N+](=O)[O-])ccc1O)c1cccc([N+](=O)[O-])c1,1%,?,-11%,-7%,28%,0%,?,-5%,-1%
Cc1cccc(C)c1-n1nnnc1C(c1ccnc2ccccc12)N1CCN(c2ccccc2F)CC1 (stereo not given),?,13%,-11%,16µM*,13%,19%,nt,-4%,13%

# Next part, starting with the last 3 of the part before.
SMILES,KB-3-1 cytotox,GLP1R cytotox,TDP-43 yeast inh,KB-V1 cytotox,GLP-1R inv ag,HT1080-NT tox,SW480 rerep,GLP1R ag,HT1080 IDH1KD tx
Cc1nn(-c2ccccc2)c(N2CCCC2)c1/C=N/n1cnc2scc(-c3ccccc3)c2c1=O,14%&-6%,-5%,-8%,?,?,1%,-12%,7%,2%
O=C(Nc1cc([N+](=O)[O-])ccc1O)c1cccc([N+](=O)[O-])c1,1%,?,-11%,-7%,28%,0%,?,-5%,-1%
Cc1cccc(C)c1-n1nnnc1C(c1ccnc2ccccc12)N1CCN(c2ccccc2F)CC1 (stereo not given),?,13%,-11%,16µM*,13%,19%,nt,-4%,13%
COc1ccc(C(C(=O)NCc2ccccc2)N(C(=O)c2snc(C(N)=O)c2N)C2CCCC2)cc1 (stereo not given),-1%,11%,9%,4%,-23%,-1%,4%,14%,0%
Cc1nc(-c2ccc3c(c2)OCCCO3)cs1,-5%,-6%,6%,-2%,-8%,17%,-2%,8%,22%
Cc1ccc(C(=O)Nc2ccc(C(=O)O)cc2)cc1S(=O)(=O)NCc1ccccc1,-2%,?,-2%,5%,3%,8%,2%,3%,3%
CCCCn1c(SCC(=O)NCCc2ccc(OC)c(OC)c2)nc2c1c(=O)n(C)c(=O)n2C,-1%,-9%,-22%,0%,8%,5%,-8%,-1%,-2%
COc1ccc2nc(SCC(=O)/C(C#N)=C(\C)N)[nH]c2c1,-3%,16%,12%,7%,0%,0%,-8%,-9%,18%
O=S(=O)(c1ccc(C(F)(F)F)cc1)N1CCN(CCc2ccccc2)CC1,2%,4%,-2%,2%,?,2%,-8%,23%,1%
Cc1ccsc1S(=O)(=O)N1CCCC(CCC(=O)NCc2ccccc2F)C1 (stereo not given),-3%,-6%,18%,1%,-28%,2%,4%,14%,-1%
CCOc1c(C)cnc2c1c(=O)n(Cc1ccccc1F)c(=O)n2C,13%,-2%,17%,-9%,-21%,3%,-3%,5%,2%
CCOc1ccc(C(=O)Nc2ccc(N3CCN(C)CC3)cc2)cc1Br,?,-16%,18%,-2%,?,-29%,?,24%,?
COCCNC(=O)C1C(=O)Nc2ccccc2C(=O)N1c1ccc2c(c1)OCCO2 (stereo not given),5%,15%,-1%,-6%,16%,0%,nt,nt,22%
Cc1ccc(C(=O)OCC(=O)NCc2ccc(Cl)cc2Cl)o1,9%,11%,11%,38%,0%,1%,-3%,-6%,3%
O=C(CN1C(=O)c2ccccc2S1(=O)=O)Nc1cccc(S(=O)(=O)N2CCCCC2)c1,-15%,-10%,8%,0%,18%,-1%,3%,0%,-7%
Nn1cc(-c2ccccc2)nc1SCC(=O)Nc1ccc2c(c1)OCO2,8%,-12%,14%,3%,-1%,-12%,3%,24%,-8%
CCOC(=O)CSc1cccc2cccnc12,?,3.5µM*,29%,23µM*,?,-27%,6.5µM*,-35%[inhibitor],?
CCOc1ccc(CNC(=O)CCC(=O)n2ncc3ccc(Cl)cc32)cc1,9%,-5%,19%,-16%,1%,-6%,-26%,-4%,6%
Cc1sc2ncn(CC(=O)N3CCN(c4ccccc4F)CC3)c(=O)c2c1S(=O)(=O)N1CCC(C)CC1,-8%,-5%,20%,-9%,12%,nt,nt,nt,nt
CCCc1cc(=O)[nH]c(SCC(=O)N(C)C2CCCCC2)n1,-5%,3%,8%,-12%,-1%,-1%,2%,-3%,-8%
COC(=O)c1c(NC(=O)/C=C/c2ccc3c(c2)OCO3)sc(C)c1C,-30%,16%,14%,-20%,12%,-18%,-5%,0%,-3%
COc1ccc(CN(C)CC(=O)Nc2sc3c(c2C#N)CCC3)cc1OC,-14%,-25%,10%,-16%,20%,-13%,12µM*,23%,-1%
CN(C1=NS(=O)(=O)c2ccccc21)c1ccc(OC(=O)c2ccncc2)cc1,-2%,3%,13%,-8%,5%,2%,-9%,-1%,-1%
CCOC(=O)N1CCN(C(=O)COC(=O)CNC(=O)c2ccc(Cl)cc2Cl)CC1,7%,18%,0%,4%,9%,3%,-9%,-5%,0%
O=C(N/N=C/c1ccc(-c2ccc([N+](=O)[O-])cc2)o1)C(O)c1ccccc1 (stereo not given),0%,-10%,0%,-7%,49%[activator],-1%,?,14%,-1%
CC1CC(C)CN(C(=O)C2CCN(S(=O)(=O)c3cccc4cccnc34)CC2)C1 (stereo not given),7%,-7%,20%,-26%,?,10%,2%,9%,0%
